Screening data: PubChem, The Scripps Research Institute Molecular Screening Center
OX1R antag-1: antagonists of human orexin 1 receptor (OX1R) | OX1R-expressing cells, FRET antagonist read-out | 1.8% of 330,000 active | inhibition, % at 6.6 µM | AID 485270; in the data active means inhibition mostly above about 38%, no sharp cut-off; inactive means mostly below about 40%;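 further: 0% = agonist challenge alone and 100% = reference antagonist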
Target sequence (O43613 whole entry, looked up): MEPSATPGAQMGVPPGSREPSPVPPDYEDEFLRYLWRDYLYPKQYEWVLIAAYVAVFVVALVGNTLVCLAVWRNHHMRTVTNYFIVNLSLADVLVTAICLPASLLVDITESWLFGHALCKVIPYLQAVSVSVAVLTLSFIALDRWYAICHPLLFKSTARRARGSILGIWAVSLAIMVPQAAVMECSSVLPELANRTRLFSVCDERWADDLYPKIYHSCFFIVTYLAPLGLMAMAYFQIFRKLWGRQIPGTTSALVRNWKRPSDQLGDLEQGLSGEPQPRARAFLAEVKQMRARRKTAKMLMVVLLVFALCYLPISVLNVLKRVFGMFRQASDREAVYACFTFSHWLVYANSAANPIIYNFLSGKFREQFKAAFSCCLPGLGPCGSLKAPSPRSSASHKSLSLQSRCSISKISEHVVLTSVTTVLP
OX1R antag-2: blocks the human orexin 1 receptor; O43613; 0.43% of 330,000 active; inhibition, % at 5 µM; CHO/OX1R cells, Fluo-8 calcium fluorescence, orexin A; AID 434989;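 active means inhibition above its plate's threshold, mean inhibition of all tested compounds on the plate plus 3 SD, cut at about 37% in these data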;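 further: 0% = orexin A challenge wells and 100% = SB-334867-A antagonist wells; not every result past the cut was called active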
Active calls of the source: *.

SMILES	OX1R antag-1	OX1R antag-2
CC1=NN(C(=O)c2ccc(Cn3nc(C)c(Br)c3C)cc2)C(O)(C(F)(F)F)C1 (centres undefined)	12	-16
C#CCOCCOCCOCCNc1nc(N2CCN(C(=O)[C@H]([C@@H](C)CC)n3cc([C@@H](N)CC(C)C)nn3)CC2)nc(N2CCN(C(=O)[C@H](Cc3ccc(O)cc3)n3cc([C@@H](N)CC(C)C)nn3)CC2)n1	23	-13
COc1ccc(N2CCN(C(=O)c3ccc(S(=O)(=O)N4CCOCC4)cc3)CC2)cc1	8	-9
O=C(c1ccc(Cl)cc1)N1CCC(O)(CSc2ccccc2)CC1	13	-8
O=C(Nc1ccccc1Cl)ON=C1c2ccccc2-c2ccccc21	15	-18
CCOC(=O)c1[nH]c2ccc(Br)cc2c1NC(=O)CCN1CCCC(C)C1 (centres undefined)	22	-21
COc1ccc2nc(C)cc(N3CCC(C(N)=O)CC3)c2c1	17	8
Cc1cc(Cl)ccc1NC(=O)CN1C(=O)NC2(CCCC2)C1=O	12	-19
COc1ccccc1-c1coc2cc(O)cc(O)c2c1=O	14	-15
O=C(Nc1ccc(S(=O)(=O)N2CCCCC2)cc1)c1ccc(CN2CCc3ccccc3C2)cc1	16	-10
O=C(OCc1nnc(-c2ccc(Cl)cc2)o1)c1ccc(O)cc1	13	-9
COCCNC(=O)C1Cc2cc(S(=O)(=O)N3CCCC3)ccc2N1C(C)=O (centres undefined)	4	-4
COc1ccc(OCC(O)CNC(=O)c2sccc2Cl)cc1 (centres undefined)	2	-7
Cc1ccc(-n2nc(C)c3c2OC(N)=C(C#N)C3c2ccc(F)cc2)cc1 (centres undefined)	25	-23
O=c1/c(=C/c2ccc(O)cc2)sc2nc3cc(Br)cnc3n12	28	-20
COc1ccc(NC(=O)CC2SC(=Nc3ccccc3)NC2=O)cc1 (centres undefined)	9	-10
CCOCc1c(C(=O)NC2=Nc3ccccc3NC(CC)=C2C(=O)OCC)oc2ccccc12	40*	-5
Cc1ccc(NCCC(=O)c2ccc(Cl)c(Cl)c2)cc1	11	-15
CC(C)C[C@@H](CC#N)N1CCN(CCc2ccccc2)CCC1=O	16	-11
O=C(Nc1ccc(OC(F)(F)F)cc1)c1ccccc1-n1cnnn1	3	2
CCOC(=O)c1c(C)[nH]c(C(=O)OCC(=O)c2ccccc2)c1C	19	-34
CCCCOc1ccc(S(=O)(=O)n2c(C)nc3ccccc32)cc1	8	5
COc1ccc(Cn2nnnc2C(c2cc3cccc(C)c3[nH]c2=O)N2CCN(C)CC2)cc1 (centres undefined)	12	-3
COc1ccc(-c2nnc3ccc(SC)nn23)cc1	6	-3
COc1ccccc1NC(=O)COc1ccc(/C=N/NC(=O)CSCc2ccc(Cl)cc2)cc1	-2	-14
COc1ccccc1C(=O)NC(=O)Nc1c(C)cc(C)cc1C	9	-32
O=C(NCC1CC1)c1ccc2c3n(nc2c1)-c1ccccc1CO3	55	-21
CCOc1ccc(S(=O)(=O)Nc2cccc(C(=O)N3CC(C)OC(C)C3)c2)cc1 (centres undefined)	4	-15
Cc1cc(/C=C2/SC(=O)N(CC(=O)N3CCCC3)C2=O)ccc1N1CCOCC1	18	-25
CCOC(=O)/C(=N\Nc1cccc(C(F)(F)F)c1)N1CCOCC1	21	-17
COc1ccc(C(CNC(=O)CNC(=O)c2ccc(F)cc2)N2CCCC2)cc1 (centres undefined)	6	-28
COc1ccc(Cl)cc1CSc1n[nH]c(C)n1	17	-5
OCCSc1nc(-c2ccccc2)nc2ccc(F)cc12	47*	-15
CCN1CCN(CC(=O)Nc2ccc(C)cc2C)C(=O)C1=O	6	-4
COc1ccccc1NS(=O)(=O)c1cc2c3c(c1)CCN3C(=O)CC2	19	-3
CC(=O)N(C)c1ccc(NS(=O)(=O)c2cccc3nsnc23)cc1	22	-12
O=C(COC(=O)c1ccccc1NC(=O)c1ccco1)Nc1ccc2c(c1)OCO2	72*	17
O=[N+]([O-])/C(C(=C(Cl)Cl)N1CCOCC1)=C1\NCCO1	3	-21
CCOc1ccc(OCC(=O)OCC(=O)N2CCN(C(=O)c3ccco3)CC2)cc1	16	-8
O=S(=O)(Cc1ccc(Cl)cc1)CC(O)COCc1ccccc1 (centres undefined)	10	-3

As entered above.
OX1R antag-2, COc1ccc(C(CNC(=O)CNC(=O)c2ccc(F)cc2)N2CCCC2)cc1 (centres undefined) = -28
OX1R antag-2, CCN1CCN(CC(=O)Nc2ccc(C)cc2C)C(=O)C1=O = -4

More results
SMILES	OX1R antag-1	OX1R antag-2
COc1ccccc1N1CCN(C(=O)c2ccc3c(c2)NC(=O)C(CSCc2ccccc2C)N3)CC1 (centres undefined)	7	-17
CC1(N2CCOCC2)CC2(O)C(=[N+]1[O-])CCc1nonc12 (centres undefined)	37	3
CCn1c2ccccc2c2cc(NC(=O)CSc3nnc(C4CC4)n3Cc3ccco3)ccc21	18	-7
N#CCCn1cc(/C=N/O)c(-c2cccc([N+](=O)[O-])c2)n1	21	-1
N#CC1(c2ccccc2)CCCN1C(=O)c1ccc(Br)o1 (centres undefined)	0	-30
O=C(Nc1nc2ccccc2[nH]1)C1CC1	5	-14
COc1ccc(/C=C/C(=O)Nc2ccc(-n3nncc3-c3ccccc3)cc2)cc1OC	29	-25
COc1ccc(C(=O)C(C)OC(=O)c2sc(C)nc2C)cc1 (centres undefined)	6	-3
O=C(Nc1nnc(CCc2ccccc2)s1)C1CCCO1 (centres undefined)	33	-2
Cc1ccc(S(=O)(=O)CC(=O)c2cc(C)c(O)c(C)c2)cc1	9	-2
Oc1ccc(O)c2c1C1c3ccccc3C2c2ccccc21	8	-13
O=C(Cc1ccc2ccccc2c1)NC(Cc1ccccc1)C(=O)O (centres undefined)	3	-13
COCCNC(=O)C(c1ccc(OC)cc1)N(Cc1ccco1)C(=O)CCC(=O)Nc1ccccn1 (centres undefined)	9	-8
COc1ccccc1CC(=O)Nc1sc2c(c1C(N)=O)CCCC2	27	-1
CC(C)(C)C(=O)NC(=S)Nc1ccccc1C(=O)NC1CCCCC1	19	-22
CN(CC(=O)Nc1ccccc1Cl)C(=O)c1ccc(N2CCCCCC2)c([N+](=O)[O-])c1	1	-1
COC(=O)c1cn(CCOc2ccccc2OC)c2ccccc12	35	0
CCSc1nnc(NC(=O)C2Cc3ccccc3CN2S(=O)(=O)CC)s1 (centres undefined)	4	-10
CC(C)c1ccc(N2C=Nc3ccc(C(C)C)cc3C2)cc1	9	-33
CNC(=O)NC(=O)COc1c(F)c(F)cc(F)c1F	9	11
CC(NC(=O)c1cccnc1)C(=O)O (centres undefined)	11	-8
COc1ccccc1NC(=O)C1CCCN(S(=O)(=O)c2cnc[nH]2)C1 (centres undefined)	20	-5
Cc1ccc(C2NC(C(=O)O)CS2)cc1 (centres undefined)	22	3
CCC(C)Sc1cccc(-c2nc3ccc(C)cn3c2NC2CCCCC2)c1 (centres undefined)	13	-70
Cc1ccc(NC(=O)CNCc2ccccc2Cl)cc1S(=O)(=O)N(C)C	1	-9
O=C(CCC(=O)N1CCCCC1)Nc1ccc(Cl)c(Cl)c1	25	3
Cc1ccc(C(=O)COC(=O)CCc2nc3ccccc3[nH]c2=O)cc1C	8	-26
O=C(Nc1ccc(Cl)cc1)/C(=C/c1cccc(O)c1)c1nc2ccccc2s1	13	-27
O=C(O)CCN1CCOCC1	11	-13
O=C(CNC(=O)c1ccco1)OCC(=O)c1ccc(Br)cc1	4	-6
CC(C)N=C1NN=C(c2ccc(F)cc2)CS1	12	-24
COc1ccc(/C=N/NC(=O)CCN2CCCCC2c2cccnc2)cc1Cn1cc([N+](=O)[O-])cn1 (centres undefined)	12	-30
CCOC(=O)CN(C(=O)c1snc(C(N)=O)c1N)C(C(=O)NC1CCCCC1)c1ccc(F)cc1 (centres undefined)	23	-44
COCCN(C(=O)CSc1nnc(-c2ccccc2C)n1C)c1c(N)n(Cc2ccccc2)c(=O)[nH]c1=O	10	7
CN(C)NC(=S)NC1CC2CCC1C2 (centres undefined)	7	-6
CC(C)(C)OC(=O)N1CCC2(CC1)C(C#N)=C(N)OC1=C2C(=O)CCC1	4	-16
NC(=O)C1(N2CCCCC2)CCN(C(=O)c2ccc(-n3cnnn3)cc2)CC1	15	-14
CCc1cn(C2CC(O)C(CO)O2)c(=O)[nH]c1=O (centres undefined)	1	-3
COc1ccccc1NC(=O)C1=C(C)NC(=O)NC1c1cccc(OC)c1OC (centres undefined)	8	-46
Cc1ccc(OCC(=O)NCCCNC(=O)c2cccnc2)cc1C	7	-2
O=C(NCc1ccccc1Cl)C(=O)NCC1CCCN1S(=O)(=O)c1cccs1 (centres undefined)	7	-26
CN(C)CCC=C1c2ccccc2CCc2ccccc21	9	-5
CC(C)(C)OC(=O)C[C@H]1C/C=C\C[C@@H](CC(=O)N[C@@H](CO)Cc2ccccc2)C(=O)NC[C@@H](c2ccccc2)OC1=O	6	-20
COc1ccc(NC2SC(=O)N(CC(=O)O)C2=O)cc1 (centres undefined)	19	-7
CS(=O)(=O)c1ccc(-n2c(=O)n(Cc3ccccc3)c(=O)c3[nH]cnc32)cc1	1	-14
NC(=O)c1ccccc1OCCOc1ccc(Br)cc1	14	-13
CCOc1ccc2nc(N/C(N)=N/C(=S)Nc3cccc(OC)c3)nc(C)c2c1	5	-35
Cc1cc(C)nc(N2CCCC(C(=O)NCc3ccccc3F)C2)n1 (centres undefined)	35	-17
COc1ccccc1C(=O)NCc1ccc(-c2nc3ccccc3s2)cc1	33	-19
COC(=O)c1ccc(NC(=O)COC(=O)COc2cccc3c2OC(C)(C)C3)cc1	2	-22
COc1cccc(NC(=O)c2ccc(-n3cnnn3)cc2)c1	9	3
Cc1ccc(OCC(=O)NNC(=O)c2ccccc2OCc2c(C)noc2C)cc1	6	-27
CSc1ccc(C(=S)N2CCN(Cc3ccccc3)CC2)cc1	10	-35
CC(C)(C)OC(=O)[C@H](Cc1ccccc1)NC(=O)c1nc[nH]c1C(=O)NCC(=O)OCc1ccccc1	37	-20
Cc1[nH]n(-c2cccc(Cl)c2)c(=O)c1-c1ccccc1	23	-25
CCOc1ccc(C(=O)NCC(=O)NCC(c2ccc(OC)cc2)N2CCCC2)cc1 (centres undefined)	13	-21
COc1ccc(-c2nc3ccccc3c(=O)n2CCOc2ccccc2C)cc1	20	-1
c1cn(C23CC4CC(CC(C4)C2)C3)cn1	16	20
Cc1ccc(C(=O)CC(=O)COc2ccc(Cl)cc2C)cc1	10	-3
COc1ccccc1-c1c(C)nn2c(NCCN3CCCC3)cc(C)nc12	4	-38
Carrying on:
SMILES	OX1R antag-1	OX1R antag-2
COc1ccc(OCCCn2cc(/C=C3/C(=N)N4C=C(C)SC4=NC3=O)c3ccccc32)cc1	14	-17
CCn1c(CNC(=O)c2ccco2)nnc1SCC(=O)c1ccc(OC)cc1	22	-15
CCOc1ccc(NC(=O)CN(C)S(=O)(=O)c2cccs2)cc1	10	-23
O=C(O)CSCC(=O)N(Cc1ccccc1)c1nc(-c2ccccc2)c(-c2ccccc2)s1	8	18
CN1c2ccccc2-c2nc3ccccc3n2C1c1ccncc1 (centres undefined)	18	-24
Cc1ccc(-c2csc(NC(=O)C3CC=CCC3C(=O)O)c2C(=O)OC(C)C)cc1 (centres undefined)	50	-11
COc1ccc(CN2CCN(C(=O)c3c(-c4ccccc4)noc3C)CC2)cc1F	2	-5
COc1ccc(OC)c(NC(=O)c2cn(C)c(=O)c3cc(OC)c(OC)cc23)c1	24	-19
COCCN(CCOC)C(=O)N1CCOCC1	8	-1
CC(=O)N1CCc2cc(S(=O)(=O)NCCC(=O)N3CCc4ccccc4C3)ccc21	13	-25
CCOC(=O)c1nnc(-c2ccccc2)nc1N1CC(C)OC(C)C1 (centres undefined)	19	-18
CC[C@@H]1[C@H]2CCCC(=O)N3CC[C@@H](C[C@@H]1OC(=O)Nc1ccccc1)[C@@H]23	12	-12
Nc1[nH]c(=S)nc2nc(-c3ccccc3)c(-c3ccccc3)nc12	33	-33
O=C(COc1ncnc2cc(Cl)ccc12)c1ccc2c(c1)OCCO2	-2	-14
CCn1c(CNc2cccc(Cl)c2)nnc1SCC(=O)OC1CCCCC1	17	16
Cc1ccc(C(=O)c2nccn2C)cc1C	16	-13
CCN(c1ccccc1)S(=O)(=O)c1nnc(NC(=O)C(C)(C)C)s1	9	-17
O=C(CCC(=O)c1cccs1)NCc1cccc(Cl)c1	18	-10
C[N+](C)(C)CC/C=C1/c2ccccc2CSc2ccccc21	13	7
C=CCN(CC=C)C(=O)C(=O)c1ccn(-c2c(C)csc2C(=O)OC)c1	14	-32

Grouped by structure: the entries above containing an NH in an aromatic ring (13)
SMILES	OX1R antag-1	OX1R antag-2
CCOC(=O)c1[nH]c2ccc(Br)cc2c1NC(=O)CCN1CCCC(C)C1 (centres undefined)	22	-21
CCOC(=O)c1c(C)[nH]c(C(=O)OCC(=O)c2ccccc2)c1C	19	-34
COc1ccc(Cn2nnnc2C(c2cc3cccc(C)c3[nH]c2=O)N2CCN(C)CC2)cc1 (centres undefined)	12	-3
COc1ccc(Cl)cc1CSc1n[nH]c(C)n1	17	-5
O=C(Nc1nc2ccccc2[nH]1)C1CC1	5	-14
COc1ccccc1NC(=O)C1CCCN(S(=O)(=O)c2cnc[nH]2)C1 (centres undefined)	20	-5
Cc1ccc(C(=O)COC(=O)CCc2nc3ccccc3[nH]c2=O)cc1C	8	-26
COCCN(C(=O)CSc1nnc(-c2ccccc2C)n1C)c1c(N)n(Cc2ccccc2)c(=O)[nH]c1=O	10	7
CCc1cn(C2CC(O)C(CO)O2)c(=O)[nH]c1=O (centres undefined)	1	-3
CS(=O)(=O)c1ccc(-n2c(=O)n(Cc3ccccc3)c(=O)c3[nH]cnc32)cc1	1	-14
CC(C)(C)OC(=O)[C@H](Cc1ccccc1)NC(=O)c1nc[nH]c1C(=O)NCC(=O)OCc1ccccc1	37	-20
Cc1[nH]n(-c2cccc(Cl)c2)c(=O)c1-c1ccccc1	23	-25
Nc1[nH]c(=S)nc2nc(-c3ccccc3)c(-c3ccccc3)nc12	33	-33
